Assay outcomes: PubChem BioAssay, several laboratories
MOR-DOR inv ag: inverse agonists of human mu-delta opioid receptor heterodimerization | inhibition, % at 9.3 µM | cell-based MOR-DOR heterodimer luminescence, inverse agonism | 340,000 tested, 0.21% active | P35372+P41143; in the data active = inhibition above about 22%, passing the limit was not always enough;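 note: 0% = cells with DMSO and 100% = wells without cells with DMSO; values of inactives mirror those of a sister screen read the other way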
Target sequence (P35372 whole entry, looked up): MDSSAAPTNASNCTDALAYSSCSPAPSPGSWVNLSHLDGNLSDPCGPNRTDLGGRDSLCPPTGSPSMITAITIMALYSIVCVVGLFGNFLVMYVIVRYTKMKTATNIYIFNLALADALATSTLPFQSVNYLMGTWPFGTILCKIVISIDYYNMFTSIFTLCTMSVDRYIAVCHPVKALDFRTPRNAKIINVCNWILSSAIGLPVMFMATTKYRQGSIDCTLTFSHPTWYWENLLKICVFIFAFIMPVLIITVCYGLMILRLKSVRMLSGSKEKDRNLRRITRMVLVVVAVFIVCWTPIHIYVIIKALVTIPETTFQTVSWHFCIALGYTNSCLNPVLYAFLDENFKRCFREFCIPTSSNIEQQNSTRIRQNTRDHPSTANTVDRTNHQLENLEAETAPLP
Target sequence (P41143 whole entry, looked up): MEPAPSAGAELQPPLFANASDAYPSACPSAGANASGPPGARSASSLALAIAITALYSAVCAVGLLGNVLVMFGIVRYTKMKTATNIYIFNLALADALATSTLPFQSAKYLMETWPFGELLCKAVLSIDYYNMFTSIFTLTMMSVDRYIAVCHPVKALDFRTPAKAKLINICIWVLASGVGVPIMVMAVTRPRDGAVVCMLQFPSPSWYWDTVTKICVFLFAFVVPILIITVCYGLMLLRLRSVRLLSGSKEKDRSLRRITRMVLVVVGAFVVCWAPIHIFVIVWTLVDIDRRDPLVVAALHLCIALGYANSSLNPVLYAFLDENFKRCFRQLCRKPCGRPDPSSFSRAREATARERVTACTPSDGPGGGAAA
phage Ecoli inh: E. coli growth loss with phage present. inhibition, % at 11.9 µM. growth absorbance. 360,000 tested, 0.26% active. AID 651602; in the data active = inhibition above about 11%
PKA-R1A act: activates the PKA-R1A holoenzyme complex; PKA-R1A dissociation, Cy5-IP20 fluorescence polarization; scaled: DMSO 0%, 113 µM cGMP 100%; activation, % at 11.4 µM; 340,000 tested, 0.083% active; AID 504707;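 active = percent activation above the mean of all tested compounds plus 3 SD, cut at about 19% in these data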;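 note: higher means more PKAc released from R1A so a rise in polarization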
PfHsp90 yeast 2: growth inhibition of yeast expressing Plasmodium Hsp90; S. cerevisiae expressing PfHsp90, BacTiter-Glo ATP, 48 h; yeast lacking PDR1 and PDR3 efflux regulators; inhibition, % at 9.4 µM; 310,000 tested, 0.32% active; AID 504621;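 active = every replicate shows inhibition above about 80%, whatever the replicate mean, limit read from the data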;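 note: 0% = DMSO neutral controls and 100% = 20 µM radicicol positive controls; yeast relying on Plasmodium falciparum Hsp90 in place of its own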
HTR5A ag: activates human HTR5A in OPRM1-OPRD1 agonist counter-screen; P47898; HTR5A agonist assay, luminescence, cell-based; activation, % at 9.3 µM; 340,000 tested, 0.61% active; in the data active = activation mostly above about 9.5%, no sharp cut-off; inactive = mostly below about 7.6%;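 note: 0% = cells with vehicle only and 100% = reference agonist; strong numbers were not always called active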
AddAB inh: less growth of phage-infected E. coli with AddAB | inhibition, % at 11.9 µM | 330,000 tested, 0.29% active | E. coli expressing H. pylori AddAB, absorbance growth | AID 435030; in the data active = inhibition above about 12%;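 note: 0% = vehicle wells of infected cells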
HTR5A inv ag: HTR5A inverse agonism, opioid heterodimer counter-screen; P47898; HTR5A cell line, luminescence; inhibition, % at 9.3 µM; 340,000 tested, 0.083% active; AID 504634; in the data active = inhibition mostly above about 23%, no sharp cut-off; inactive = mostly below about 18%;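 note: 0% = cells with DMSO and 100% = no-cell wells with DMSO; some compounds called inactive have numbers as strong as hits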
SUMO Mot1 rescue: SUMOylation pathway inhibition by Mot1-301 growth rescue; 320,000 tested, 1% active; S. cerevisiae Mot1-301 growth rescue, ATP luminescence, 38.5C; percent above DMSO median, 100 means doubled; growth rescue, % at 18.8 µM;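 active = every valid replicate shows activation above 250% relative to neutral control wells; inactive = the rest, any valid replicate at or below 250%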;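 note: OY570 slx delta 5 strain wells were the positive control but not used for scaling; some compounds called inactive have numbers as strong as hits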
DSG3 Ab inh: human desmoglein-3 autoantibody binding inhibition. 310,000 tested, 0.48% active. DSG3-coupled beads, scFv-anti-DSG3-GFP binding, flow cytometry; stronger effect = lower value. AID 588358. binding (percent of control), % at 10 µM. P32926;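 active = binding more than 3 SD below its plate's average and above zero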;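 note: hits lower antibody fragment binding to DSG3; some compounds called inactive have numbers as strong as hits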
MOR-DOR ag: OPRM1-OPRD1 heterodimerization agonism; cells, luminescence; activation, % at 9.3 µM; 340,000 tested, 0.3% active; AID 504326; in the data active = activation above about 18%;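 note: 0% = vehicle-treated cells and 100% = reference agonist; values of inactives mirror those of a sister screen read the other way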
E coli growth: reduces bacterial viability in AddAB counter-screen. E. coli V3065 growth, OD600 absorbance, 18 h. inhibition, % at 11.9 µM. 330,000 tested, 0.27% active;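 active = inhibition above the campaign's mean inhibition across all tested compounds plus 3 SD, cut at about 9.9% in these data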;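 note: uninfected addAB+ strain grown without phage in ampicillin broth; 0% = DMSO wells and 100% = ciprofloxacin 0.95 µg/ml wells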
* = called active by the depositor; x = no result given.

Values run as follows: MOR-DOR inv ag	phage Ecoli inh	PKA-R1A act	PfHsp90 yeast 2	HTR5A ag	AddAB inh	HTR5A inv ag	SUMO Mot1 rescue	DSG3 Ab inh	MOR-DOR ag	E coli growth
> O=C(CN1C(=O)c2ccccc2C1=O)NC(Cc1ccccc1)C(=O)O (centres undefined)
  18	4.4	9	-5	1	x	-6	x	89	-3.4	x
> CC(Oc1ccc(F)cc1)C(=O)N1CCN(c2ncccn2)CC1 (centres undefined)
  17	0.8	4	11	0	1.2	-5	-23	x	-3.2	1.9
> Nc1ncnc2c1ncn2[C@@H]1O[C@H](CN=C2NS(=O)(=O)c3ccccc32)[C@@H](O)[C@H]1O
  16	2.9	-10	1	-2	1.3	6	-9	97	-3.5	-1.2
> C[C@H](NC(=O)C1CC(=O)N(c2ccc3c(c2)OCCO3)C1)C(=O)N1CCCCC1 (some centres undefined)
  2	1.2	-7	-6	-1	2.2	3	-2	131	-0.5	0.9
> COc1ccccc1OCC(=O)NCC1CCCCC1
  16	0.8	-4	x	-3	2.8	8	-5	101	-3.4	-0.7
> O=C(COC(=O)Cc1cccc(C(F)(F)F)c1)Nc1ccc2c(c1)OCCO2
  10	2.4	-5	-12	4	4.9	-2	12	83	-1.6	-0.1
> COc1ccc(C2N(Cc3ccccc3)CCN2Cc2ccccc2)cc1[N+](=O)[O-]
  0	1.3	-3	-1	-3	1.1	-7	-1	105	-0.1	0.3
> CCN(CC)S(=O)(=O)c1cc(C(=O)Nc2ccc(Cl)cn2)ccc1C
  -18	1.0	-15	-26	1	0.2	21	3	x	4.2	-1.4
> Cc1ccc(NC(=O)Cc2sc(C)nc2-c2ccc(C)cc2)cc1
  1	2.2	-4	15	2	5.0	-8	5	102	-0.2	1.0
> CN(C)S(=O)(=O)N1CCN(C(=O)c2ccccc2)CC1
  -2	2.5	7	-18	3	2.7	7	0	107	0.4	0.9
> CC[C@H]1CN2CCc3cc(OC)c(OC)cc3C2C[C@@H]1C[C@H]1NCCc2cc(OC)c(OC)cc21 (some centres undefined)
  1	5.5	1	15	-2	-0.1	0	x	101	-0.2	1.6
> CCN(CC)CCC(c1cc(OC)c(OC)c(OC)c1)c1c(O)cc(OC)cc1OC (centres undefined)
  8	3.6	-1	-14	1	-1.4	0	6	x	-1.4	-0.3
> Cc1cccc(NC(=O)CSc2ccc(C(N)=O)cc2[N+](=O)[O-])c1C
  7	0.4	0	2	-1	2.4	4	-19	103	-1.3	-2.3
> CCOC(=O)C1=C(C)N=C2SC(C(=O)OC)=CC(=O)N2C1c1cccc(OC)c1 (centres undefined)
  5	1.2	-2	-12	-4	-0.2	6	-4	107	-0.9	-0.9
> CSc1nc(O)c(C2OC(=O)c3ccccc32)c(=O)[nH]1 (centres undefined)
  9	1.9	5	2	3	0.1	-4	188	87	-1.6	-2.3
> Cc1ccsc1C(=O)N(C)CC(=O)Nc1ccccc1Br
  -6	-0.1	-12	x	-1	x	-9	x	100	0.9	x
> CCC(=O)c1cc2c(C)cc(=O)oc2c(C)c1O
  -2	2.1	-1	-40	-4	-1.9	18	-3	51*	0.4	-3.4
> Cc1ccc2nc(NC(=O)CN(C)S(=O)(=O)c3cccc4nsnc34)sc2c1
  -19	3.4	-4	2	4	2.3	-13	30	93	3.5	0.4
> CN1CCN(NC(=O)c2ccc(Br)c(S(=O)(=O)N3CCOCC3)c2)CC1
  3	3.8	0	0	1	4.3	-4	-21	98	-0.5	-1.4
> CC(C)N(C(C)C)S(=O)(=O)c1ccc(N2CCc3ccccc3C2)nc1
  -7	-2.2	-16	-6	-4	0.3	9	-9	110	1.3	-0.8
> Cc1ccc(N=Cc2c(O)n(-c3cc(Cl)ccc3N3CCOCC3)c(=O)c3ccccc23)cc1C
  -14	-0.1	1	3	5	3.1	-13	-15	x	3.4	0.3
> Cn1c(CSc2ccccc2)c(C#N)c2ccccc21
  2	0.1	-6	14	-4	-1.6	-20	2	103	-0.4	0.3
> CC(C)Cn1cc(C(=O)NCCCOC(C)C)c2c3ccccc3n(C)c2c1=O
  10	2.3	2	-23	1	1.6	4	8	98	-1.9	-2.5
> Cc1ccc(NC(=O)CN2CCOCC2)c(Br)c1
  3	2.2	-8	-3	-3	2.0	10	9	101	-0.7	-0.2
> Cc1cc(C(=O)Nc2ccc(Br)cc2)cs1
  -22	2.3	-1	9	5	0.4	-13	11	100	5.5	-1.1
> CC(=O)C1(O)C(C)CC2C3CC(F)C4(O)CC(O)CCC4(C)C3CCC21C (centres undefined)
  -13	3.0	0	-7	-2	x	8	x	90	2.6	x
> CN(C)S(=O)(=O)c1cc(NC(=O)CSc2ncc(C(F)(F)F)cc2Cl)ccc1Cl
  -8	2.0	-3	6	9	3.6	2	18	x	1.5	1.5
> COc1ccccc1C(=O)N/C(=C\c1ccccc1)C(=O)NCc1ccco1
  4	-3.0	-10	-1	0	2.0	0	-12	x	-0.6	0.9
> O=C(O)CC(Cc1ccc(Cl)cc1)C(=O)Nc1ccccc1 (centres undefined)
  7	-3.6	13	-28	10*	-1.0	-38	6	116	-1.4	2.5
> Cc1cccc(NS(=O)(=O)c2ccc(C3CCCCC3)cc2)n1
  -8	2.1	8	1	0	3.0	-16	3	97	1.5	-3.0

Ordered by SMILES length (rising): three of the compounds above.
Values run as follows: MOR-DOR inv ag	phage Ecoli inh	PKA-R1A act	PfHsp90 yeast 2	HTR5A ag	AddAB inh	HTR5A inv ag	SUMO Mot1 rescue	DSG3 Ab inh	MOR-DOR ag	E coli growth
> CCN(CC)S(=O)(=O)c1cc(C(=O)Nc2ccc(Cl)cn2)ccc1C
  -18	1.0	-15	-26	1	0.2	21	3	x	4.2	-1.4
> CC(=O)C1(O)C(C)CC2C3CC(F)C4(O)CC(O)CCC4(C)C3CCC21C (centres undefined)
  -13	3.0	0	-7	-2	x	8	x	90	2.6	x
> C[C@H](NC(=O)C1CC(=O)N(c2ccc3c(c2)OCCO3)C1)C(=O)N1CCCCC1 (some centres undefined)
  2	1.2	-7	-6	-1	2.2	3	-2	131	-0.5	0.9

Going on with the list.
Values run as follows: MOR-DOR inv ag	phage Ecoli inh	PKA-R1A act	PfHsp90 yeast 2	HTR5A ag	AddAB inh	HTR5A inv ag	SUMO Mot1 rescue	DSG3 Ab inh	MOR-DOR ag	E coli growth
> COc1cc2cnncc2cc1OC
  -1	1.0	1	x	-2	-0.1	7	-7	x	0.2	-0.2
> COc1ccc(Cl)cc1NC(=O)CCc1nnc2ccc(N3CCC4(CC3)OCCO4)nn12
  15	-0.7	-12	12	-5	0.9	13	215	102	-2.8	-0.5
> Cc1ccc(S(=O)(=O)Nc2cnn(-c3ccccc3)c(=O)c2Cl)cc1
  17	5.0	-3	-37	-2	-1.1	6	-6	105	-3.4	0.8
> CS(=O)(=O)c1ccc(Cl)c(NC(=O)CSc2nc3ccccc3c(=O)n2Cc2ccco2)c1
  13	-2.4	3	-31	-1	-0.5	2	5	88	-2.6	-0.4
> O=[N+]([O-])c1ccc(Nc2nc(NC3CCCCC3)nc(N3CCCC3)n2)cc1
  11	1.5	7	-11	-2	-0.5	12	-4	84	-2.2	-1.1
> COC(CNC(=O)c1ccc2c(c1)nc(C)n2-c1cccc(C)c1)OC
  15	1.7	-5	5	-6	-0.6	23	-17	109	-3.2	-2.2
> CCOC(=O)c1c(-c2ccccc2)oc2ccc(OCC(N)=O)cc12
  4	1.5	6	-11	3	x	-13	6	100	-0.8	x
> Cc1nc(Sc2ccc(Cl)cc2)c(C#N)c(C)c1[N+](=O)[O-]
  6	-0.2	-4	-24	-5	-0.8	-2	77	97	-1.2	-3.6
> O=C(CC(=O)Nc1ccccc1C(=O)O)NNC(=O)Cc1ccccc1
  12	3.3	-3	4	6	1.8	20	-10	98	-2.2	-2.5
> COC(=O)c1ccc(OC(=O)c2cccnc2)cc1
  -4	4.8	8	-2	-1	2.8	-12	2	x	0.8	0.0
> Cc1c(NC(=O)CN2CCN(C(=O)c3ccco3)CC2)c(=O)n(-c2ccccc2)n1C
  -4	2.5	-1	-1	3	-0.9	-3	4	106	0.7	-0.2
> CS/C(N)=N/N=C/c1c(O)ccc2ccccc12
  2	1.5	-4	18	1	3.1	-4	-2	96	-0.3	2.5
> Nn1c(SCC(=O)Nc2ccc3c(c2)OCO3)nnc1-c1cccc(Cl)c1
  7	1.1	-11	-14	-4	-0.3	14	2	93	-1.4	-1.4
> Cc1ccc(C)c(SCC(=O)NCc2ccco2)c1
  -3	0.6	-3	10	-4	-0.6	9	-22	92	0.4	0.9
> CCCCC(C(=O)OCC(=O)c1ccc(OC)cc1)N1C(=O)c2ccccc2C1=O (centres undefined)
  -21	2.7	-1	6	1	-0.8	26	-15	82	3.8	-0.1
> C=CCNC(=O)/C=C/c1cccs1
  15	3.4	2	-58	3	1.9	-8	12	103	-3.0	-0.1
> Cc1ccccc1OCCNCC(C)O (centres undefined)
  -1	0.8	4	x	8	-0.4	16	x	106	0.3	0.9
> Cc1cc([N+](=O)[O-])nn1CCCC(=O)N1CCN(c2ccc(F)cc2)CC1
  9	5.2	-19	-11	6	-0.3	-14	-3	74	-1.6	-0.2
> COc1cccc2c1C(=N)c1c(O)c3c(c(O)c1C2=O)CC(O)(C(C)=O)CC3OC1CC(N)C(O)C(C)O1 (centres undefined)
  16	x	-101	6	-2	x	7	x	85	-3.6	x
> CCCOc1ccc(-c2nnc(N)s2)cc1
  -1	2.2	5	9	4	0.8	-26	-8	112	0.2	-1.9
> CCOC(=O)C1CCN(CC(=O)Nc2cc(S(=O)(=O)N3CCOCC3)ccc2C)CC1
  2	1.8	-19	x	-1	-0.8	2	7	118	-0.5	-2.1
> CS(=O)(=O)CCC(C(=O)O)N1C(=O)c2ccc(Oc3ccc(Cl)cc3)cc2C1=O (centres undefined)
  12	2.5	-4	19	7	0.3	-27	-4	102	-2.5	0.3
> COc1ccc(N2C(=NC(=O)CCC3CCCC3)SC3CS(=O)(=O)CC32)cc1 (centres undefined)
  4	2.0	-16	1	3	1.1	-12	-7	x	-0.8	-0.1
